# Compound activity (PubChem BioAssay)
# Growth percent in the NCI-60 one-dose screen (48 h, 10 µM unless noted): 100 = growth as untreated, 0 = no growth, -100 = all killed.
# HCT-15: HCT-15 colon cancer; actives 5.2% (n = 82,000); AID 1794746
# HCC-2998: HCC-2998 colon cancer; AID 1794799; actives 4.7% (n = 79,000)
# SNB-75: SNB-75 CNS cancer | AID 1794750 | actives 5% (n = 79,000)
# SNB-19: SNB-19 CNS cancer cells | actives 2.5% (n = 81,000) | AID 1794751
# HT29: HT29 colon cancer; actives 7.4% (n = 81,000)
# SF-268: SF-268 CNS cancer cells. actives 3.1% (n = 82,000). AID 1794759
# KM12: KM12 colon cancer cells | actives 5% (n = 82,000)
# SW-620: SW-620 colon cancer; actives 5.2% (n = 82,000); AID 1794795
# HCT-116: HCT-116 colon cancer; actives 7.3% (n = 82,000); AID 1794798
# An asterisk follows results filed as active; . = not tested or not shown; [ ] = dose if it differs, or a comment. Rule for the calls: active = growth percent below 10; inactive = the rest. An unsorted share of the library; any-hit rate near 11%.
(1) N#C/C(=C\c1ccc(F)cc1)C(=O)Nc1ncc(Cc2ccc(Cl)c(Cl)c2)s1
(2) CN1C(=O)C(C2=NN(c3ccc(Cl)cc3)C(c3ccc4c(c3)OCO4)C2)C(=O)N(C)C1=O (stereo not drawn)
(3) COC(=O)c1cccc2c1CC[C@@H](C)[C@]21C[C@@H](c2ccoc2)OC1=O
(4) Cc1nn(-c2ccccc2)c(-n2ccnc2)c1/C=N/Nc1nc(-c2ccc(Br)cc2)cs1
(5) CS(=O)(=O)c1nc(NCCCNc2ccnc3cc(Cl)ccc23)cc(-c2ccccc2)n1
(6) O=C(CCCCCCN1CC(=O)N2[C@@H](c3ccc(Br)nc3)c3[nH]c4ccccc4c3C[C@H]2C1=O)NO
(7) Cc1ccc2nc(NC(=O)CSc3nc(-c4coc5ccccc5c4=O)c(C#N)c(=O)[nH]3)sc2c1
(8) O=C1/C(=C/N2N=C(c3ccc(Cl)cc3)CC2c2ccccc2O)SC(=S)N1c1cccc(C(F)(F)F)c1 (stereo not drawn)

Assay by compound	1	2	3	4	5	6	7	8
HCT-15	62	92	110	73	102	99	102	43
HCC-2998	87	108	100	77	95	99	105	62
SNB-75	93	88	76	67	98	75	89	38
SNB-19	99	102	102	82	106	91	101	71
HT29	87	102	83	74	96	103	107	38
SF-268	94	95	100	69	99	110	97	48
KM12	94	85	100	89	98	96	101	38
SW-620	87	104	98	88	101	77	93	65
HCT-116	100	100	84	60	110	80	95	46

(9) CCCCNC(=S)NNC(=O)c1ccc(OCc2nc3ccc(C)cc3[nH]2)cc1
(10) O=C(O)COc1ccc2c(=O)c3sc4c(=O)c5ccccc5c(=O)c4c3c(=O)c2c1
(11) CC(=O)/C=C/c1cc2cc(C)ccc2[nH]c1=O
(12) COc1cc(CC(C(=O)OC(C)(C)C)C(=O)OC(C)(C)C)cc(OC)c1OC
(13) Cc1c(CC(=S)N2CCOCC2)nnn1-c1cccc(C(F)(F)F)c1
(14) CCOC(=O)C1=C(C)N=C2SC=C(c3ccccc3)N2[C@H]1c1cn(-c2ccccc2)nc1-c1ccc(F)cc1
(15) CCOC(=O)CC1CSC(Nc2cccc(C(F)(F)F)c2)=N1 (stereo not drawn)
(16) COC(=O)C1=C(O)CON(c2ccccc2)[C@H]1c1ccccc1

Assay by compound	9	10	11	12	13	14	15	16
HCT-15	101	-75*	79	95	104	89	110	110
HCC-2998	116	-21*	103	103	119	101	101	103
SNB-75	69	-42*	98	95	92	73	115	95
SNB-19	101	0.1*	76	97	106	87	98	99
HT29	110	-37*	95	114	101	101	99	105
SF-268	102	45	82	106	98	88	106	99
KM12	104	51	79	100	105	94	103	100
SW-620	107	10	96	96	100	89	100	105
HCT-116	102	25	79	102	102	76	100	102

# Some of these compounds in order of SMILES length, low to high.
(11) CC(=O)/C=C/c1cc2cc(C)ccc2[nH]c1=O
(16) COC(=O)C1=C(O)CON(c2ccccc2)[C@H]1c1ccccc1
(9) CCCCNC(=S)NNC(=O)c1ccc(OCc2nc3ccc(C)cc3[nH]2)cc1

Assay by compound	11	16	9
HCT-15	79	110	101
HCC-2998	103	103	116
SNB-75	98	95	69
SNB-19	76	99	101
HT29	95	105	110
SF-268	82	99	102
KM12	79	100	104
SW-620	96	105	107
HCT-116	79	102	102

# New compounds follow:
(17) C(=N\OCc1ccccc1)/c1ccccn1
(18) Cc1ccc2nc(-c3ccc(C(=O)NNC(=S)Nc4ccccc4)cc3)[nH]c2c1
(19) CCNC(=O)Nc1ccc(OC2CCNCC2)c(NC(=O)c2[nH]c(C)c(Cl)c2Cl)c1
(20) C=CC(C)C(C)(C)O (stereo not drawn)
(21) Cc1ccc2nc3c(cc2c1)CSc1nnc(-c2ccc[nH]c2=S)n1N3
(22) CCOC(=O)Nc1ccc(-c2nc(-c3cccc(OC)c3)c(-c3ccnc(Br)c3)[nH]2)cc1
(23) N#C/C(Sc1nc2sc3c(c2c(=O)n1Cc1ccccc1)CCCC3)=C1/SC=C(c2ccc(Cl)cc2)N1c1ccccc1
(24) O=C(Nc1cc(Cl)ccc1Cl)c1ccc(S(=O)(=O)NCc2ccco2)cc1

Assay by compound	17	18	19	20	21	22	23	24
HCT-15	103	87	109	104	105	5.7*	117	99
HCC-2998	103	103	108	106	107	41	87	102
SNB-75	104	100	75	101	91	33	71	106
SNB-19	94	98	101	109	91	46	82	112
HT29	102	93	113	101	108	26	99	103
SF-268	.	100	78	95	90	52	78	107
KM12	113	95	96	101	100	25	96	110
SW-620	121	108	105	101	102	47	90	102
HCT-116	106	85	93	94	93	25	83	103

(25) COc1cc(NCC(=O)Nc2cc(Nc3ccc(C)cc3)ncn2)c(Cl)c(OC)c1Cl
(26) O=C(Nc1ccc(-n2cc(-c3ccncc3)c(-c3ccc(Cl)c(O)c3)n2)cc1)c1ccc(Cl)c(C(F)(F)F)c1
(27) CC(=O)Nc1c(Cl)cc(Cl)c2c1Cc1cc(Cl)ccc1-2
(28) C1C2CC3C1C3/C2=N\N=C1/C2CC3C(C2)C13
(29) O=C1C=CC(Nc2ccc(Cl)c(Cl)c2)C1Nc1ccc(Cl)c(Cl)c1 (stereo not drawn)
(30) CCOC(=O)c1c2c(c(-c3ccc(OC)cc3)n1Cc1ccccc1)CCCc1cnoc1-2
(31) CC1=Nc2cc(C)c(C)cc2NC(=O)C1
(32) N#Cc1c(NCc2ccccc2Br)sc2c1CCCC2

Assay by compound	25	26	27	28	29	30	31	32
HCT-15	90	-28*	89	101	51	74	113	108
HCC-2998	93	5.5*	102	107	91	110	117	108
SNB-75	78	-49*	91	102	92	91	104	91
SNB-19	96	33	97	92	.	96	119	104
HT29	95	-86*	96	110	63	68	93	117
SF-268	89	29	104	98	72	93	115	100
KM12	88	3.3*	106	104	76	90	109	106
SW-620	103	-79*	95	105	83	91	111	100
HCT-116	88	-100*	.	114	50	65	120	110

(33) OC(CN(Cc1ccccc1)C1CCCCC1)c1ccc(Cl)cc1 (stereo not drawn)
(34) O=C1NC(=O)/C(=C/C=C/c2ccccc2)S1
(35) CCC(C)n1c(=N)c(S(=O)(=O)c2ccccc2)cc2c(=O)n3ccccc3nc21 (stereo not drawn)
(36) Cc1c(Br)c(C)c([N+](=O)[O-])c(C)c1[N+](=O)[O-]
(37) CCNC(=NCCCN(C)C)N/C(N)=N/c1nc2ccccc2s1
(38) CCn1c(=O)c2[nH]c(Cl)nc2n(CC)c1=O
(39) CC(=O)Oc1c(Br)cc(-c2oc(-c3cc(Br)c(OC(C)=O)c(Br)c3)c3ccccc23)cc1Br
(40) CC(=O)NNC(=O)C(N)Cc1ccc(O)cc1 (stereo not drawn)

Assay by compound	33	34	35	36	37	38	39	40
HCT-15	91	54	100	102	77	55	82	105
HCC-2998	108	13	108	100	98	102	113	106
SNB-75	.	60	73	94	.	91	81	99
SNB-19	98	28	91	92	90	105	73	100
HT29	59	57	117	97	70	102	102	107
SF-268	101	32	87	104	95	71	88	103
KM12	89	38	94	113	94	75	89	103
SW-620	90	61	101	115	103	101	100	105
HCT-116	67	32	95	99	76	72	93	104

(41) COc1ccc(-c2cnc3nonc3n2)cc1[N+](=O)[O-]
(42) Cc1c(C(N)=O)sc2nc(SCC(=O)n3[nH]c(=O)cc3N)n(Cc3ccccc3)c(=O)c12
(43) O=C(N(c1ccccc1)c1ccccc1)N(c1ccccc1)c1ccccc1
(44) CS(=O)(=O)Nc1ccc(C(=O)Nc2cc(Cl)ccc2Oc2ccccc2)cc1
(45) Cc1c(C(C)(C)O)cn2ncnc(Oc3ccc(NC(=O)Nc4ccc(Cl)c(C(F)(F)F)c4)cc3)c12
(46) CCOc1ccc(-n2nc(C(=O)Nc3cc(F)cc(F)c3)nc2-c2cc(OC)c(OC)c(OC)c2)cc1
(47) O=C(O)CNS(=O)(=O)Cc1ccccc1
(48) COc1cc([N+](=O)[O-])ccc1NC(=O)C(F)(F)F

Assay by compound	41	42	43	44	45	46	47	48
HCT-15	78	97	92	100	37	78	102	98
HCC-2998	100	96	106	99	86	.	110	97
SNB-75	97	92	66	72	34	58	91	94
SNB-19	101	105	90	98	31	73	106	112
HT29	93	104	80	92	35	89	101	99
SF-268	95	97	95	115	45	89	102	95
KM12	92	102	109	102	25	86	103	99
SW-620	87	107	113	101	62	99	105	108
HCT-116	83	98	80	98	29	95	91	102

(49) O=c1c2ccccc2nc(COc2ccccc2)n1/N=C/c1ccc(Br)cc1
(50) CC(=O)OC/C=C(C)/C=C/C=C(C)/C=C/C1=C(C)CCCC1(C)C
(51) COC(=O)[C@H](Cc1cn(C)cn1)NC(=O)[C@@H](NC(=O)Nc1cc(C(F)(F)F)cc(C(F)(F)F)c1)C(C)(C)C
(52) Cc1ccc(-c2nc(C#N)c(S(=O)(=O)N(C)CCO)o2)cc1
(53) COc1ccccc1/C=C1\CCc2ccccc2C1=O
(54) Cc1ccc2nc(-c3ccc(-c4nnc(SCC(=O)Nc5ccc(C(=O)/C=C/c6ccc(Cl)cc6)cc5)o4)cc3)[nH]c2c1
(55) C=CCOC(=O)OC(C)C(=O)OCC=C (stereo not drawn)
(56) CC(=O)S[C@@H]1CC2=CC(=O)CC[C@]2(C)[C@H]2CC[C@@]3(C)[C@@H](CC[C@@]34CCC(=O)O4)[C@H]12

Assay by compound	49	50	51	52	53	54	55	56
HCT-15	59	106	70[100 µM]	38	92	104	103	112
HCC-2998	99	102	-94*[100 µM]	107	136	108	98	107
SNB-75	91	94	-55*[100 µM]	101	87	109	87	105
SNB-19	90	100	-92*[100 µM]	86	95	102	101	93
HT29	93	107	-67*[100 µM]	28	103	107	105	100
SF-268	104	90	-90*[100 µM]	73	100	107	107	104
KM12	59	85	-89*[100 µM]	90	.	111	105	104
SW-620	85	103	-46*[100 µM]	35	102	113	106	104
HCT-116	75	100	-91*[100 µM]	53	100	98	100	104

(57) CC(Cc1ccco1)C(=O)NC(N)=O (stereo not drawn)
(58) CCN(CC)S(=O)(=O)c1ccc(NC(=O)C(Cl)Cl)cc1
(59) CN1CCN(C(=O)CCN(C(=O)Oc2cc3c(c4ccccc24)[C@H](CCl)CN3C(=O)c2cc3cc(OCCCN4CCC4)ccc3[nH]2)[C@H]2CCSSC2)CC1
(60) Cc1ccc(S(=O)(=O)NNC(=O)C(C)(C)C)cc1
(61) CCOC(=O)c1c(NC(=O)c2ccc(OC)cc2)sc2c(CN(C)C)c(O)ccc12
(62) CN(C)S(=O)(=O)N1C(=O)c2ccccc2C1=O
(63) COc1ccccc1NC(=O)c1ccccc1C
(64) CCCOC(=O)C(C)OC(=O)OCCOCCOC(=O)OC(C)C(=O)OCCC (stereo not drawn)

Assay by compound	57	58	59	60	61	62	63	64
HCT-15	99	97	-37*	103	52	95	95	98
HCC-2998	105	120	-91*	.	23	102	100	110
SNB-75	92	84	-58*	92	68	85	90	80
SNB-19	105	92	-51*	111	89	97	102	105
HT29	102	97	-70*	110	14	103	104	102
SF-268	104	94	-50*	112	98	101	94	108
KM12	105	102	-63*	110	82	111	101	107
SW-620	104	101	-54*	109	70	101	104	103
HCT-116	106	89	-43*	99	51	104	99	99

(65) COc1ccc(C(Cc2ccccc2)NCCNCCO)cc1 (stereo not drawn)
(66) Clc1cc(Cl)cc(N2N=C(c3ccc(Br)cc3)CC2c2sc(Cl)nc2Cl)c1 (stereo not drawn)
(67) O=C(Nc1ccc(C(=O)/C=C/c2ccc(N3CCOCC3)cc2)cc1)Nc1ccc([N+](=O)[O-])cc1
(68) COc1cc(Cn2c(SCCC(=O)NCc3ccc(S(N)(=O)=O)cc3)nc3ccccc3c2=O)cc(OC)c1OC

Assay by compound	65	66	67	68
HCT-15	100	103	93	92
HCC-2998	107	113	109	.
SNB-75	90	99	95	24
SNB-19	100	90	98	68
HT29	81	100	89	98
SF-268	97	96	97	83
KM12	99	105	89	96
SW-620	108	112	100	104
HCT-116	71	102	97	80

# Of the compounds above, 7 have a CF3 group:
(8) O=C1/C(=C/N2N=C(c3ccc(Cl)cc3)CC2c2ccccc2O)SC(=S)N1c1cccc(C(F)(F)F)c1 (stereo not drawn)
(13) Cc1c(CC(=S)N2CCOCC2)nnn1-c1cccc(C(F)(F)F)c1
(15) CCOC(=O)CC1CSC(Nc2cccc(C(F)(F)F)c2)=N1 (stereo not drawn)
(26) O=C(Nc1ccc(-n2cc(-c3ccncc3)c(-c3ccc(Cl)c(O)c3)n2)cc1)c1ccc(Cl)c(C(F)(F)F)c1
(45) Cc1c(C(C)(C)O)cn2ncnc(Oc3ccc(NC(=O)Nc4ccc(Cl)c(C(F)(F)F)c4)cc3)c12
(48) COc1cc([N+](=O)[O-])ccc1NC(=O)C(F)(F)F
(51) COC(=O)[C@H](Cc1cn(C)cn1)NC(=O)[C@@H](NC(=O)Nc1cc(C(F)(F)F)cc(C(F)(F)F)c1)C(C)(C)C

Assay by compound	8	13	15	26	45	48	51
HCT-15	43	104	110	-28*	37	98	70[100 µM]
HCC-2998	62	119	101	5.5*	86	97	-94*[100 µM]
SNB-75	38	92	115	-49*	34	94	-55*[100 µM]
SNB-19	71	106	98	33	31	112	-92*[100 µM]
HT29	38	101	99	-86*	35	99	-67*[100 µM]
SF-268	48	98	106	29	45	95	-90*[100 µM]
KM12	38	105	103	3.3*	25	99	-89*[100 µM]
SW-620	65	100	100	-79*	62	108	-46*[100 µM]
HCT-116	46	102	100	-100*	29	102	-91*[100 µM]
